DT40 TDP1 no CPT = qHTS for Inhibitors of human tyrosyl-DNA phosphodiesterase 1 (TDP1): qHTS in cells in absence of CPT; DT40 Tdp1-/- hTDP1 cells, no CPT, ATP luminescence, 48 h; Potency, µM (doses to about 46.2 µM), without a hit: at the top dose activity change, negative = growth inhibition, most hits filed as inhibitors; hit rate 15% among 420,000; further: nearly all actives have a fitted effect of over 55% in size
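DT40 Tdp1-/-;hTDP1 cells, no CPT (DMSO vehicle only), 400 cells/well; compounds pin-transferred; ≥48 hr, 37 °C; CellTiter-Glo 30 min RT dark, luminescence read.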
TDP1 inh = inhibitors of human tyrosyl-DNA phosphodiesterase TDP1. Q9NUW8. recombinant TDP1, AlphaScreen DNA substrate cleavage. Potency, µM (titrated, usually from 130 µM), for the others: top-dose activity change, negative = inhibition, most hits filed as inhibitors. hit rate 0.28% among 350,000; further: nearly all actives have a fitted effect of over 40% in size
Target sequence (Q9NUW8 whole entry, looked up): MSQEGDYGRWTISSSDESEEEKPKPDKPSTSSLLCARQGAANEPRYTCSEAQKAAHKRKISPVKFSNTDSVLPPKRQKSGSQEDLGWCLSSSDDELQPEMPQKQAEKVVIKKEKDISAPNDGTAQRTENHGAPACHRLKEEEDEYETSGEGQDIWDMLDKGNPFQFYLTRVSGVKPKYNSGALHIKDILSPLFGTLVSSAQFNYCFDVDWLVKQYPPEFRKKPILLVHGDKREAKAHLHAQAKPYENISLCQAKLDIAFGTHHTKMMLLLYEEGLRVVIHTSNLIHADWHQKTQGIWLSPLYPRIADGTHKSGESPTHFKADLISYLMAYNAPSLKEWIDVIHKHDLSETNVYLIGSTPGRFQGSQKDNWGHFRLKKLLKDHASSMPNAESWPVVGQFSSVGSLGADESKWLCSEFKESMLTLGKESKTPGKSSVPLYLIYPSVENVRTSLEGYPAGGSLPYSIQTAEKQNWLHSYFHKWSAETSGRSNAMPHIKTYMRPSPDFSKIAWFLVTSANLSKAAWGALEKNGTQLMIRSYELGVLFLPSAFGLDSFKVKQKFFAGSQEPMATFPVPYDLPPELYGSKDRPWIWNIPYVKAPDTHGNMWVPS
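Steps: enzyme plus compound, 15 min RT; add biotin/phosphotyrosine-FITC oligonucleotide (15 nM final), react 5 min; add donor/acceptor beads (10 ug/ml final), 10 min; read AlphaScreen. Tdp1 at 1 nM final.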
KAT2A inh = inhibitors of human GCN5L2 histone acetyltransferase. hit rate 0.21% among 390,000. GCN5L2 HAT assay, ThioGlo1 CoA-SH fluorescence. AID 504327. Q92830. Potency, µM (doses to about 58.9 µM), without a hit: at the top dose activity change, negative = inhibition, most hits filed as inhibitors
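ThioGlo1-coupled HAT assay: 20nM GCN5L2, 70uM acetyl-CoA, 75uM H3(1-25) peptide, pH 7.5. Fluorescence read at 340/540nm at start and after 20 min at room temperature.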
An asterisk follows results filed as active; ? = inconclusive; · = not tested or not shown; & = joins results of further samples; [ ] = another dose, or the depositor's remark. The call rests on the fitted dose curve; in most records, active means well fitted curve in the direction sought with a large enough effect; inconclusive means small, poorly fitted or top-dose-only effect, or another doubt; inactive means no such curve, though single readings can be large; an effect the other way counts as inactive or inconclusive. On the % scale 0 is the no-effect control and ±100 the full control effect; potency means the concentration at half of the fitted maximal effect. This is a subset; the hit share may differ from the screen's.

nr	Compound	DT40 TDP1 no CPT	TDP1 inh	KAT2A inh
1	COc1ccc(CNC(=O)C2CCN(c3nccs3)CC2)cc1	0%	-7%	3%
2	O=C(NNC(=S)Nc1ccccc1C(F)(F)F)c1ccc(Br)o1	?	7%	-6%
3	CN(C)CCCN(C(=O)COc1ccccc1)c1nc2c(Cl)cccc2s1	19%	4%	-9%
4	CSC1=NC(C(Cl)(Cl)Cl)N=C(c2ccc(C)cc2)N1 (centres undefined)	0.58µM*	9%	-7%
5	Brc1ccc(-c2nnc3sc(CN4CCCCC4)cn23)cc1	-25%	5%	-2%
6	Fc1ccc(CN2CCCCCC2)c(F)c1	-2%	-9%	-15%
7	Cc1ccc(Cn2nnc(C(=O)Nc3cccc(C)c3C)c2N)cc1	21µM*	6%	-19%
8	O=c1cc(CN2CCN(c3ccccc3)CC2)c2cc(O)c(-c3ccccc3)cc2o1	10µM*	4%	0%
9	Cc1ccc(N(CC(=O)N2CCc3ccccc32)C2=NC(=O)CS2)cc1	-26%	5%	-6%
10	CC1CCCN(C2=C(NS(=O)(=O)c3ccc(Br)cc3)C(=O)c3ccccc3C2=O)C1 (centres undefined)	12µM*	·	-19%
11	O=C(Cn1c(-c2cccs2)cc2ccccc21)NCc1ccccc1Br	-81%	0%	-4%
12	CCc1ccc(CN2CCCC(C(=O)N3CCCCC3)C2)cc1 (centres undefined)	-7%	·	-6%
13	CN1CCN(C(=O)c2cc3nc(-c4ccccc4)cc(-c4ccccc4)n3n2)CC1	?	-2%	-8%
14	Cc1sc(N(C(=O)CCc2ccccc2)c2ccc(C(=O)O)cc2)nc1-c1ccccc1	?	5%	-26%
15	Cc1ccc(C)c(NC(=O)C(=O)NCCc2csc3nc(-c4ccccc4C)nn23)c1	18µM*	4%	-19%
16	Cc1ccc(CS(=O)(=O)CCC(=O)NCCCN2CCCC2=O)cc1	1%	5%	5%
17	COc1cc(OC)c(OC)cc1CN1CCc2ccccc2C1	-9%	5%	-1%
18	C/C(=N\N=C\c1ccccc1)c1nnn(-c2nonc2N)c1C	-15%	2%	-8%
19	Cc1noc(C)c1CSCC(=O)N(C)CC(=O)Nc1ccc(F)cc1	-6%	-3%	0%
20	N/C(=N\OC(=O)c1ccccc1Cl)c1ccccn1	?	0%	-2%

Overlap with the part before: 5 compounds, then new ones.
nr	Compound	DT40 TDP1 no CPT	TDP1 inh	KAT2A inh
16	Cc1ccc(CS(=O)(=O)CCC(=O)NCCCN2CCCC2=O)cc1	1%	5%	5%
17	COc1cc(OC)c(OC)cc1CN1CCc2ccccc2C1	-9%	5%	-1%
18	C/C(=N\N=C\c1ccccc1)c1nnn(-c2nonc2N)c1C	-15%	2%	-8%
19	Cc1noc(C)c1CSCC(=O)N(C)CC(=O)Nc1ccc(F)cc1	-6%	-3%	0%
20	N/C(=N\OC(=O)c1ccccc1Cl)c1ccccn1	?	0%	-2%
21	CCOC(=O)C1C(c2ccccc2Cl)NC(=O)N(C)C1(O)C(F)(F)F (centres undefined)	4%	1%	0%
22	S=C(NCC1CCCO1)n1nnc2ccccc21 (centres undefined)	-27%	4%	0%
23	O=C(Cc1cccs1)N/N=C/c1ccccc1	-9%	1%	-1%
24	Nc1nc(-c2cccnc2)nn1C(=O)c1ccc(Cl)cc1	-28%	2%	4%
25	O=C(c1c(Cl)cccc1Cl)N1CCN(c2cccc3[nH]ccc23)CC1	-23%	1%	3%
26	Cc1ccccc1/C(N)=N/OC(=O)/C=C/c1ccccc1	-10%	5%	-18%
27	COc1ccc(C(=O)Nc2ccccc2C(=O)OCc2cc(=O)n3c4c(sc3n2)CCCC4)cc1	?	4%	-4%
28	CC(=O)c1cccc(NC(=O)C2CCN(S(C)(=O)=O)CC2)c1	3%	-5%	-2%
29	COc1ccc(Nc2nnc(-c3ccc(C)c(S(N)(=O)=O)c3)c3ccccc23)cc1	18µM*	1%[12.3 µM]	-7%
30	Cc1ccccc1Cn1ccn(-c2ccc(F)c(F)c2)c(=O)c1=O	2%	-4%	-19%
31	Cc1noc(C)c1C(=O)N1CCN(C(=O)c2sc3cc(Cl)ccc3c2Cl)CC1	-24%	2%	?
32	Cc1nc(N)c(Cc2ccccc2F)c(N)n1	-10%	3%	0%
33	O=C(c1cccc(C(F)(F)F)c1)C1CCCN(C(=O)CCc2cnccn2)C1 (centres undefined)	?	3%	-7%
34	COc1ccc(/C=C/C(=O)c2ccc3ccccc3c2O)cc1CN1CCOCC1	18µM*	8%	-10%
35	Brc1ccc(C2Nc3cccc4cccc(c34)N2)s1	?	0%	8%
36	CCCCCCOC(=O)c1ccccc1NC(=O)/C=C/C(=O)O	?	-1%	-19%
37	Cc1cccc(CNC(=O)C2CCN(S(=O)(=O)c3cccc4nonc34)CC2)c1	-7%	-2%	-2%
38	Cn1c(SCC(=O)Nc2ccc(Cl)cc2F)nnc1-c1ccco1	-1%	19%	0%
39	Cc1c(C)[n+](=O)c2c(n1[O-])CCCCC2	-6%	-1%	-2%
40	O=C(NC1CCCCC1)N1CCN(c2ccc(Cl)cc2)CC1	?	2%[56.1 µM]	19%
41	CCCn1nc(C(=O)N2CCN(c3ccccn3)CC2)c2ccccc2c1=O	?	0%	2%
42	Cc1cc(NC(=O)c2ccc(NC(=O)CC(C)C)cc2)no1	4%	8%	-3%
43	CC(C)=CC(=O)N1CCCc2ccccc21	-23%	0%	1%
44	COc1ccc(NC(=O)COc2cccc3c2CCN(Cc2cccnc2)C3=O)c(OC)c1	10µM*	5%	-4%
45	COc1ccc(C2c3c(oc4ccccc4c3=O)C(=O)N2c2ccccn2)cc1OC (centres undefined)	-10%	·	-2%
46	CC(=O)c1ccc(N2CCN(C(=O)c3c(-c4ccccc4Cl)noc3C)CC2)cc1	?	3%	-16%
47	COc1cc2[nH]c(C(=O)NN)c(N)c2cc1OC	·	10%	4%
48	NCC1O[C@@H](OC2C(N)C[C@H](N)[C@@H](O[C@H]3OC(CO)C(O)C(N)C3O)C2O)C(O)C(O)C1O (some centres undefined)	-3%	-8%[56.1 µM]	0%
49	NC(=O)c1cnn(C2CCS(=O)(=O)C2)c1 (centres undefined)	-1%	-6%	-1%
50	COCCCN1C(=O)c2ccc(C(=O)OCC(=O)NCc3ccccc3OC)cc2C1=O	8%	0%	-1%
51	CC1CN(CCCSc2ccc(Cl)cc2)CC(C)O1 (centres undefined)	?	3%	-2%
52	COc1ccc(-c2noc(CSc3nc4ccccc4c(=O)n3-c3ccccc3)n2)cc1	?	0%	-4%
53	O=C(CCCn1c(=S)[nH]c2cc3c(cc2c1=O)OCO3)N1CCN(c2ccccn2)CC1	?	3%	-26%
54	O=C1CCC(C(=O)NCc2ccc3c(c2)OCO3)N1 (centres undefined)	3%	6%	-1%
55	CN(CC(=O)Nc1ccc(OC(F)(F)F)cc1)S(=O)(=O)c1cnc[nH]1	-15%	-1%	-7%
56	O=C(O)CCCCCN=C1CCc2ccccc2N1	-11%	3%	-2%
57	O=[N+]([O-])/C(=C\Nc1ccccc1)S(=O)(=O)c1ccccc1	-13%	1%	-1%
58	O=C(O)CCc1nn2c3ccccc3n(Cc3ccccc3F)c2nc1=O	?	5%	0%
59	COc1cc(OC)c(C(=O)OCC(=O)Nc2c(C)n(C)n(-c3ccccc3)c2=O)cc1OC	1%	1%	-3%
60	COc1cc(C(=O)OCCCN2CCCN(CCCOC(=O)c3cc(OC)c(OC)c(OC)c3)CC2)cc(OC)c1OC	24µM*	12%[56.1 µM]	-3%

Values in list order from the entries so far:
DT40 TDP1 no CPT for nos. 9 to 15 → -26%, 12µM*, -81%, -7%, ?, ?, 18µM*
TDP1 inh for nos. 9 to 15 → 5%, ·, 0%, ·, -2%, 5%, 4%

Further results.
nr	Compound	DT40 TDP1 no CPT	TDP1 inh	KAT2A inh
61	Cc1ccccc1NC(=S)NCC(c1cccnc1)N(C)C (centres undefined)	5%	0%	-2%
62	Cn1ccnc1C1CCCCN1C(=O)c1cc(COc2ccc(F)cc2Cl)on1 (centres undefined)	?	5%	-4%
63	CCc1ccccc1N(CC(=O)N/N=C/c1ccc(OC(=O)OC)c(OC)c1)S(C)(=O)=O	-35%	2%	?
64	CN(Cc1ccccc1)C(=O)COC(=O)Cn1cnc2ccccc21	9%	2%	1%
65	Cc1nc(-c2ccccn2)nc(SCC(=O)c2ccc(F)cc2)c1Cl	?	5%	1%
66	O=C(Nc1ccc2c(c1)OCCO2)C1CCCC1	-25%	0%	-7%
67	CC[C@@](C)(NS(=O)(=O)OCC(Cl)(Cl)Cl)c1ccccc1	?	·	0%
68	CCCCCCCCCC(=O)N[C@@H]1c2cc(OC)c(OC)cc2C[C@H]1O	16µM*	0%[56.1 µM]	-1%
69	CC12CCC(=O)N1C(C(=O)NNC(=O)c1ccc(Cl)cc1)CS2 (centres undefined)	-1%	3%	1%
70	CCc1cccc(-n2nnc(S(=O)(=O)c3ccc(OC)cc3)c2C)c1	?	-3%	-4%
71	NC/C=C/C(=O)O	-12%&4%&-19%	9%[56.1 µM]	1%&5%&11%&-17%
72	O=C(NC1CCS(=O)(=O)C1)c1cccc(S(=O)(=O)N2CCOCC2)c1 (centres undefined)	2%	5%	-2%
73	Cc1ccc(NC(=S)N(CCN(C)C)C(C)c2cccnc2)cc1 (centres undefined)	24%	0%	-3%
74	CCc1cccc(NC(=O)CSc2nc3ccccc3nc2N2CCCCC2)c1	16µM*	-3%	-5%
75	CC(=O)N(C)c1ccc(NC(=O)C(Sc2ccccc2)c2ccccc2)cc1 (centres undefined)	-23%	0%	-5%
76	COCc1cccc(C2=CC(=O)C[C@H](c3ccc(OC)cc3)C2)c1	-16%	-3%	-8%
77	COC(=O)/C=C1\SC(=NC(=O)c2cccc(Cl)c2)NC1=O	?	3%	12%
78	COc1ccccc1CNC(=O)c1cc2ccc3ccc(C)[nH]c3c2n1	16µM*	5%	3%
79	CCOC(=O)c1ccc(NC(=O)CC2SCCNC2=O)cc1 (centres undefined)	-5%	6%	-3%
80	Cc1ccc(C(=O)OCC(=O)NNC(=O)COc2ccc(Cl)cc2)c(O)c1	-24%	·	-3%
81	O=C(CCN1CCN(CCO)CC1)Nc1ccc(Br)cc1	?	-5%	1%&-1%
82	CN1CCN(CCCNC(=O)c2ccc3c(c2)N(Cc2ccc(F)cc2)CCS3)CC1	?	5%	-7%
83	CCCN(CCC)CCCNC(=O)c1cc2c(=O)n(C)c3ccccc3c2n1C	26µM*	1%	?
84	O=C1CN(C(=O)c2ccc(S(=O)(=O)N3CCCC3)cc2)C(c2ccccc2)c2cc(F)ccc2N1 (centres undefined)	?	3%	-2%
85	CCOC(=O)N1CCC(N2CC34C=CC(O3)C(C(=O)Nc3ccc(OCC)cc3)C4C2=O)CC1 (centres undefined)	-9%	5%	-5%
86	O=C(CNC(=O)c1ccc(Cl)cc1Cl)OCN1C(=O)c2ccccc2C1=O	6%	-1%[0.505 µM]	0%
87	COC(=O)c1ccc2c(=O)n(CCCCCC(=O)NCCNC(C)=O)c(=O)[nH]c2c1	-4%	·	-5%
88	O=C(COC(=O)c1nn(-c2ccccc2)c(=O)c2ccccc12)NC1CCS(=O)(=O)C1 (centres undefined)	0%	6%	-4%
89	Nc1ccc(-c2nc(-c3ccccc3)nc3ccccc23)cc1	9%	·	?
90	COc1ccc(C2C(C(=O)N3CCOCC3)=C(C)NC3=C2C(=O)CC(C)(C)C3)c(OC)c1 (centres undefined)	-4%	2%	-3%
91	COc1ccccc1NS(=O)(=O)c1ccc(C)c(C(=O)NCCCN2CCCC2=O)c1	3%	1%	-5%
92	C=CCOCC(O)CS(=O)(=O)Cc1ccc(Cl)cc1 (centres undefined)	-4%	4%	3%
93	Cn1nc(C(F)(F)F)c(C(=O)Nc2cccc(C(F)(F)F)c2)c1SCc1ccc(Cl)cc1	?	-7%	-15%
94	CCOc1ccc(CC(C(=O)NN)C(=O)NN)cc1CN(C)C	-7%	3%	-4%
95	CCOC(=O)c1c(NC(=O)Cn2nc(C(=O)O)c3ccccc3c2=O)sc(CC)c1C	1%	5%	-10%
96	COc1ccc(N2CCN(C(=O)NC3CCCCC3)CC2)cc1	?	4%	-2%
97	O=C1CC(SC2=NCCS2)C(=O)N1c1cccc(Cl)c1Cl (centres undefined)	1%	0%	-1%
98	Cn1c(N)c(C(=O)N/N=C/c2ccccc2)sc1=S	?	·	-2%
99	CCC(C)(C)n1nnnc1C(c1ccc(C)cc1)N1CCCC1 (centres undefined)	-26%	3%	-2%
100	O=C(O)Cc1ccc2[nH]c3ccc(CC(=O)O)cc3c2c1	-2%	-9%	-8%

Source: PubChem BioAssay (National Center for Advancing Translational Sciences (NCATS))
